Bioassay records: PubChem, several laboratories
SR-BI DiI inh: blocks mouse SR-BI lipid uptake from DiI-HDL; Q61009; inhibition, % at 12.5 µM; hit rate 0.96% among 320,000; ldlA[mSR-BI] CHO cells, DiI-HDL uptake fluorescence, 3 h;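 active = mean replicate inhibition of at least 70% and a set share of replicates each scoring 70 or more; inconclusive = meets just one of the two criteria; inactive = fails both criteria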;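 also: 0% = median of neutral control wells and 100% = median of positive control wells; values of inactives mirror those of a sister screen read the other way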
Target sequence (Q61009 whole entry, looked up): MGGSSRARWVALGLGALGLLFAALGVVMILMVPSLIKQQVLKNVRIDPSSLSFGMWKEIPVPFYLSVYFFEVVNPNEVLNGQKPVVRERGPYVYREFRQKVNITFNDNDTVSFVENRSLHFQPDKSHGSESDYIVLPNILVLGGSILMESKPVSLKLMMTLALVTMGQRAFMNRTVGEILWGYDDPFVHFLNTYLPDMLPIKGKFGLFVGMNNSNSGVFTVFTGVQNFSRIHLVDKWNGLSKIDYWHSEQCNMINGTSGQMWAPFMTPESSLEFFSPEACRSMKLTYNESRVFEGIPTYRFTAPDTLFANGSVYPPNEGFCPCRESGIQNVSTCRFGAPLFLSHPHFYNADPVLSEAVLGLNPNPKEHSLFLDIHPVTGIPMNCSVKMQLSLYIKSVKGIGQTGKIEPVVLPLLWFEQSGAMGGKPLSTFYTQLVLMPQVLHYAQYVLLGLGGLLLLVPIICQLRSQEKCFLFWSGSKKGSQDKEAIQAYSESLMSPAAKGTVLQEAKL
NSD2 inh: NSD2 (human) methyltransferase inhibition | NSD2 peptide methylation, AlphaScreen, 120 min | inhibition, % at 12.5 µM | O96028 | hit rate 0.54% among 310,000; in the data active = inhibition above about 50%
Keap1 Nrf2 FP: inhibitors of human Keap1-Nrf2 protein-protein interaction; hit rate 0.15% among 340,000; Keap1 Kelch-Nrf2 peptide fluorescence polarization, 1536-well; inhibition, % at 9.4 µM; AID 504523; Q14145; in the data active = inhibition above about 12%; inconclusive = no clear call, values can overlap the other calls; inactive = below about 7.3%;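 also: human Keap1 Kelch domain with fluorescein labeled Nrf2 9mer peptide probe; 0% = neutral control wells and 100% = peptide positive control; higher means more block of Keap1 binding to Nrf2 peptide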
PvdQ acylase: P. aeruginosa PvdQ acylase inhibition; purified PvdQ acylase, fluorescence plate reader; inhibition, % at 10 µM; hit rate 0.063% among 340,000; AID 488965; in the data active = inhibition above about 30%, passing the limit was not always enough; inconclusive = no clear call, values can overlap the other calls;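 also: 0% = vehicle neutral wells and 100% = reference inhibitor wells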
PKA-R2B activ: activators of human PKA-R2B complex; P22694+P31323; PKA-R2B holoenzyme dissociation, Cy5-IP20 fluorescence polarization; R2B truncated from residue 108, S112A mutant; 0% DMSO only, 100% 113 µM cGMP; activation, % at 11.4 µM; hit rate 0.079% among 340,000; AID 504700;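 active = activation above a cutoff set at the mean over all compounds plus 3 SD, cut at about 18% in these data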;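 also: higher means more holoenzyme dissociation and a rise in polarization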
Target sequence (P31323 whole entry, looked up, other chains not shown, the tested form may be a part): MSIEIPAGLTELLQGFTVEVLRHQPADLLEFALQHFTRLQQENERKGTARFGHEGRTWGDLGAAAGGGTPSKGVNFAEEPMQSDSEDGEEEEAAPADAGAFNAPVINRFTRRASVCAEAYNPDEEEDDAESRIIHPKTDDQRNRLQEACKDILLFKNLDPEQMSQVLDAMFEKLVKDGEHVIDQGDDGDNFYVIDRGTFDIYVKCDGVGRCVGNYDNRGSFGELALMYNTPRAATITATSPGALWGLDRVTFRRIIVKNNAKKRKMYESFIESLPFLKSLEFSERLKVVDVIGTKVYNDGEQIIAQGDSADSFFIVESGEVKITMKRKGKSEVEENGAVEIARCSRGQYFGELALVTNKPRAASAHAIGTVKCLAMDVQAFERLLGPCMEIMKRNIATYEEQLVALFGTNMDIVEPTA
DAGLB inh: blocks human DAGLB lipase activity | Q8NCG7 | HEK293T DAGLB membrane lysate, EnzChek fluorogenic substrate | hit rate 0.059% among 340,000 | inhibition, % at 5.17 µM; in the data active = inhibition above about 34%;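 also: 0% = enzyme with vehicle and 100% = wells lacking enzyme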
SR-BI uptake up: enhances SR-BI lipid uptake from DiI-HDL; CHO ldlA[mSR-BI] cells, DiI-HDL uptake fluorescence, 3 h; 100 = double the neutral-control signal; activation, % at 12.5 µM; hit rate 0.096% among 320,000; AID 504775;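 active = mean replicate activation of at least 60% and every replicate at or above 60%; inconclusive = mean or all-replicate condition met, but not both; inactive = mean below 60% and not all replicates reaching 60%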;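 also: 0% = median plate neutral-control signal and 100% = twice that signal; values of inactives mirror those of a sister screen read the other way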
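Material: SR-BI-overexpressing, LDLR-lacking CHO cells | Dosing: Single compound concentration, delivered by pin transfer | Probe or stimulus: Labelled HDL, 10 µg/mL | Signal: Bottom-read cell fluorescence after medium removal, ex 550/em 595 nm | Schedule: 3 h, 37 °C | Evaluation: HDL uptake via cellular fluorescence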
Cardiac RTF inh: cardiac RTF calcium desensitization; hit rate 0.12% among 340,000; inhibition, % at 7.15 µM; IANBD-labeled cardiac RTF, Ca2+ fluorescence; AID 493244; P19429+P45379;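 active = inhibition above the mean inhibition of all tested compounds plus 3 SD, cut at about 17% in these data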;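 also: assay run at fixed EC70 calcium of 1.6 mM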
C-LANA FP: blocks KSHV LANA C-terminal domain binding to DNA; MBP-C-LANA/FAM-LBS DNA binding, fluorescence polarization; inhibition, % at 9 µM; hit rate 0.078% among 340,000;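 active = highest replicate inhibition at or above 60% at 9 µM, even if other replicates fall short; inactive = all replicates below 60% inhibition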;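 also: 0% = neutral control wells and 100% = 4 µM acridine orange control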
Arrestin-AP2 inh: blocks beta-arrestin peptide binding to AP2 adaptin. FITC-arrestin peptide / GST-AP2 beads, flow cytometry; AP2 beta2 appendage carries R879A mutation. inhibition, % at 10 µM. AID 504490. hit rate 0.31% among 340,000;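 active = inhibition above a set limit, near 3 SD of compounds lacking own fluorescence, cut at about 54% in these data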;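 also: plate controls were DMSO wells for no effect and 5 µM unlabelled arrestin peptide for full effect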
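Test system: GST-tagged AP2 beta2-adaptin appendage (R879A) on 4 µm glutathione beads; also added: fluorescein-tagged arrestin peptide at 50 nM final; timing: 12 min plus 1 h, RT; signal: flow cytometry, FL1 (488/535 nm); read-out: percent drop in bead-associated FITC signal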
* marks the source's active call; other numbers are inactive results; ? = inconclusive; . = not tested or not shown.

SMILES | SR-BI DiI inh | NSD2 inh | Keap1 Nrf2 FP | PvdQ acylase | PKA-R2B activ | DAGLB inh | SR-BI uptake up | Cardiac RTF inh | C-LANA FP | Arrestin-AP2 inh
COc1ccc([C@@H]2CC=C(C(=O)O)[C@H](c3cccc(Cl)c3)N2S(=O)(=O)c2ccc(Cl)cc2)cc1 | -1 | . | 0 | -11 | -7 | 10 | 1 | 3 | -0.3 | 7
CC(=O)c1sc(N2CCOCC2)nc1-c1ccccc1 | -8 | 1 | -1 | -8 | -2 | 1 | 8 | -6 | 1.8 | -10
Clc1ccc(OCCOCCNCc2ccccc2)cc1Cl | -2 | -6 | -2 | -10 | 0 | -1 | 2 | -5 | -2.1 | 15
O=C1OCC(CO)(CO)N=C1NNc1ccccc1Cl | -26 | 1 | -4 | -9 | -2 | -2 | 26 | 2 | 0.5 | -11
O=c1[nH]c(C2CCCCC2)nc2ccccc12 | -22 | -4 | 2 | -12 | -12 | 2 | 22 | 3 | 0.8 | 9
CCOc1ccccc1NC(=O)CSc1nnc(-c2ccco2)o1 | -1 | -8 | 1 | -8 | -2 | 1 | 1 | -3 | -0.9 | 3
Cc1cc(NCCCn2ccnc2)n2nc(-c3ccc(Cl)cc3)cc2n1 | 39 | -1 | -3 | 35* | 13 | 0 | -39 | -4 | -2.6 | -5
Cc1ccccc1-n1c(SCC(=O)N(C)C2CCS(=O)(=O)C2)nnc1-c1ccncc1 (configuration not stated) | -4 | 1 | -1 | -9 | -3 | -3 | 4 | -2 | 0.3 | -14
O=C(Cc1ccc([N+](=O)[O-])cc1)c1c(O)cc(O)cc1O | . | 29 | 2 | -7 | -8 | 20 | . | 1 | 1.1 | -4
COc1ccc(/C=N/NC(=O)c2cc(Br)ccc2O)cc1Cn1cc(Cl)cn1 | 17 | -2 | -2 | -9 | -1 | 6 | -17 | -6 | -1.6 | -1
CCOC(=O)N1CCN(C2=C(NS(=O)(=O)c3ccc(NC(C)=O)cc3)C(=O)c3ccccc3C2=O)CC1 | -10 | 48 | 0 | 6 | -8 | 10 | 10 | -2 | -2.0 | 34
COc1ccccc1CN1CN(S(=O)(=O)c2ccccc2)c2nc3ccccc3nc21 | . | -2 | -1 | -3 | 4 | -4 | . | 7 | 1.4 | 14
CC(=O)/C=C(\C)N=Nc1c(O)[nH]c2ccccc12 | 1 | 14 | 7 | -5 | -1 | 3 | -1 | -4 | 0.7 | -9
CC(C)(C)NC(=O)/C(=C/c1ccccc1F)NC(=O)c1ccc([N+](=O)[O-])cc1 | -30 | -2 | 1 | 9 | 3 | 0 | 30 | -4 | -1.6 | 2
CC1CN(c2nc3ccccc3nc2C(C#N)C(=O)OC2CCCCC2)CC(C)O1 (configuration not stated) | 10 | -1 | 0 | -14 | -3 | 0 | -10 | -9 | 0.4 | -12
CNC(=S)N(Cc1cccs1)Cc1cc2ccc(OC)cc2[nH]c1=O | -9 | 2 | -4 | 4 | -10 | 2 | 9 | -7 | 1.8 | 3
O=c1c2ccccc2nc2n1C(CBr)CS2 (configuration not stated) | -19 | -1 | -53 | 0 | -7 | 4 | 19 | -11 | -1.4 | 8
CCN1C(=O)CSc2ccc(C(=O)NCc3ccccc3OC)cc21 | 21 | 0 | -1 | -14 | 1 | -1 | -21 | -6 | -1.5 | -4
C=CCc1cc(Cl)ccc1OCCOCCNCCOC | 6 | 0 | -2 | -4 | -8 | -3 | -6 | 4 | -0.3 | 28
COc1cccc(CC(=O)Nc2nc3c(s2)C(=O)CC(C)(C)C3)c1 | -7 | . | -7 | -5 | -9 | -4 | 7 | -9 | 1.6 | -15
CC(CCn1cccn1)NC(=O)c1cc(COc2ccc(F)cc2Cl)on1 (configuration not stated) | 15 | 0 | -3 | 10 | 0 | 0 | -15 | -5 | 0.4 | -3
Cc1cc(C)nc(N2CCCC(C(=O)NCc3ccccc3)C2)n1 (configuration not stated) | 3 | 0 | -3 | -6 | 6 | -1 | -3 | -9 | 4.6 | 7
Cc1ccccc1C(=O)Nc1ccc(N2CCCCCC2)cc1 | 33 | 10 | -9 | -12 | -9 | 0 | -33 | -3 | -2.1 | -2
Cc1nn(C)c(C)c1NC(=O)CCCSc1nc(-c2ccco2)cc(C(F)(F)F)n1 | 32 | -2 | 0 | -9 | 0 | 0 | -32 | -6 | 0.7 | 1

Reformatted with values under each structure: entries from further up.
Every second line gives: SR-BI DiI inh | NSD2 inh | Keap1 Nrf2 FP | PvdQ acylase | PKA-R2B activ | DAGLB inh | SR-BI uptake up | Cardiac RTF inh | C-LANA FP | Arrestin-AP2 inh
> COc1ccccc1CN1CN(S(=O)(=O)c2ccccc2)c2nc3ccccc3nc21
    . | -2 | -1 | -3 | 4 | -4 | . | 7 | 1.4 | 14
> CC(=O)/C=C(\C)N=Nc1c(O)[nH]c2ccccc12
    1 | 14 | 7 | -5 | -1 | 3 | -1 | -4 | 0.7 | -9
> CC(C)(C)NC(=O)/C(=C/c1ccccc1F)NC(=O)c1ccc([N+](=O)[O-])cc1
    -30 | -2 | 1 | 9 | 3 | 0 | 30 | -4 | -1.6 | 2
> CC1CN(c2nc3ccccc3nc2C(C#N)C(=O)OC2CCCCC2)CC(C)O1 (configuration not stated)
    10 | -1 | 0 | -14 | -3 | 0 | -10 | -9 | 0.4 | -12
> CNC(=S)N(Cc1cccs1)Cc1cc2ccc(OC)cc2[nH]c1=O
    -9 | 2 | -4 | 4 | -10 | 2 | 9 | -7 | 1.8 | 3
> O=c1c2ccccc2nc2n1C(CBr)CS2 (configuration not stated)
    -19 | -1 | -53 | 0 | -7 | 4 | 19 | -11 | -1.4 | 8
> CCN1C(=O)CSc2ccc(C(=O)NCc3ccccc3OC)cc21
    21 | 0 | -1 | -14 | 1 | -1 | -21 | -6 | -1.5 | -4

Arranged by the number under PKA-R2B activ (high to low): 3 from the list above.
| Structure | PKA-R2B activ |
| --- | --- |
| Clc1ccc(OCCOCCNCc2ccccc2)cc1Cl | 0 |
| Cc1ccccc1C(=O)Nc1ccc(N2CCCCCC2)cc1 | -9 |
| CNC(=S)N(Cc1cccs1)Cc1cc2ccc(OC)cc2[nH]c1=O | -10 |

Next section:
SMILES | SR-BI DiI inh | NSD2 inh | Keap1 Nrf2 FP | PvdQ acylase | PKA-R2B activ | DAGLB inh | SR-BI uptake up | Cardiac RTF inh | C-LANA FP | Arrestin-AP2 inh
NCCCCCc1nnc(SC/C=C/c2ccccc2)o1 | 0 | 2 | -2 | -9 | 7 | -1 | 0 | -1 | 0.0 | 0
CCOC(=O)C1(Cc2cccc(OC)c2)CCN(Cc2cc(OC)ccc2OC)CC1 | 0 | 1 | -2 | -14 | 6 | -3 | 0 | -6 | -0.4 | -5
CC(C)c1ccccc1OS(N)(=O)=O | -23 | . | -7 | -11 | -12 | 2 | 23 | -4 | 11 | -7
Cc1ccc2nc(C)c3c(c2c1)COC3 | -20 | -3 | -2 | -8 | -11 | 1 | 20 | -8 | -0.8 | -1
CS(=O)(=O)N1CCc2cc(C(=O)Nc3ccc(O)cc3)ccc21 | -1 | 9 | -6 | -19 | 5 | -2 | 1 | -3 | -1.1 | 6
Cc1c(C(=O)N2CCN(c3ccccc3F)CC2)sc2ncn(CC(=O)N3CCOCC3)c(=O)c12 | -25 | -2 | -4 | -11 | 3 | 6 | 25 | -5 | 1.1 | -4
O=C(CCc1ccccn1)N1CCCC(Nc2cccc(F)c2)C1 (configuration not stated) | -12 | -2 | -3 | 9 | -8 | 1 | 12 | -2 | -0.1 | 4
O=C(COc1ccccc1)Nc1nnc(-c2ccc(F)cc2)o1 | -13 | -4 | -6 | 10 | -7 | 0 | 13 | 1 | 1.3 | 6
Cc1cc(C(=O)CN2C(=O)NC(c3ccccc3)(c3ccccc3)C2=O)c(C)n1Cc1ccccc1 | 9 | 0 | -2 | -1 | 10 | 1 | -9 | -5 | -1.6 | 24
CC(C)C(NC(=O)CSCc1ccc([N+](=O)[O-])cc1)C(C)C | 7 | -1 | -4 | 3 | -5 | -1 | -7 | -4 | -1.0 | 10
CC(=O)N/N=C/c1cc(C(C)C)cc(/C=N/NC(C)=O)c1O | -8 | -3 | ? | -8 | 1 | -2 | 8 | -17 | 32 | -11
O=C(O)c1ccc(N2C(=O)CC(SC(=NCc3ccc4c(c3)OCO4)Nc3ccccc3)C2=O)cc1 (configuration not stated) | . | 1 | 1 | -3 | 4 | 2 | . | 5 | -1.4 | -3
COCCn1c(SCc2cc(=O)n3ccsc3n2)nnc1-c1ccncc1 | -40 | 0 | 1 | -8 | -4 | 2 | 40 | 7 | -0.2 | -10
N#C/C(=C\c1ccc(-c2ccc(C(=O)O)cc2)o1)C(=O)NCC1CCCO1 (configuration not stated) | -30 | 54* | 1 | 2 | -2 | -1 | 30 | 5 | 0.1 | 5
O=C(COc1ccccc1)Nc1ccc2[nH]c(=O)[nH]c2c1 | -20 | 1 | 2 | -7 | 2 | 4 | 20 | -16 | -0.2 | 17
Cc1cc(C(=O)N/N=C/C=C/c2ccc(Br)cc2)n[nH]1 | 9 | -1 | 0 | -6 | -3 | 1 | -9 | 0 | 0.2 | 3
CC(c1nnc(SCC(=O)Nc2cccnc2Cl)n1Cc1ccccc1)N(C)C (configuration not stated) | -23 | 0 | -2 | 4 | -5 | -5 | 23 | -2 | -0.8 | 2
Cn1c(S(=O)(=O)O)nc2ccccc21 | . | -2 | -4 | -14 | -11 | 0 | . | 2 | -0.7 | 13
CCOC(=O)CCC(NC(=O)CCCC(=O)NC(CCC(=O)OCC)C(=O)OCC)C(=O)OCC (configuration not stated) | -34 | -3 | 2 | -4 | 5 | 1 | 34 | 2 | 1.4 | 2
COc1ccc(Nc2nc(N)nc(CN3CCC(C)CC3)n2)cc1 | -9 | -1 | 1 | -11 | -11 | 1 | 9 | -4 | 0.3 | -6
O=C(CSc1nnnn1C1CCCC1)NCc1ccccc1 | -23 | -2 | -3 | 15 | 6 | -5 | 23 | 12 | -1.6 | 3
COC(=O)C(NC(C)=O)(Nc1cc(C)ccn1)C(F)(F)F (configuration not stated) | -21 | -2 | 3 | 2 | -1 | -3 | 21 | -4 | -0.5 | 12
CC(C)(C)N(Cc1ccccc1)C(=O)CN1C(=O)c2ccccc2C1=O | 39 | -2 | 2 | 5 | -1 | -2 | -39 | 6 | -0.6 | 3
